# mIAP act: activators of mouse IAP, primary screen, biochemical, luminescence, uHTS. actives 0.24% (n = 330,000). activation factor at 10 µM. AID 2805, 2010. intestinal alkaline phosphatase [Mus musculus]. muIAP, CDP-Star luminescence, 30 min; stronger effect = higher value; 1 = vehicle-only enzyme signal, 0 = enzyme-free wells;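 active = activation factor of at least 2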; also: the source names both 10 and 20 µM as test concentration; values of inactives mirror those of a sister screen read the other way
#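 also added = chemiluminescent substrate CDP-Star | test system = mouse IAP enzyme | signal = chemiluminescence readout | compound = DMSO-dissolved test compounds | incubation = 30 min at room temperature | benchmarks = DMSO wells, no-enzyme wells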
# MPTP inh: mitochondrial permeability transition pore inhibitors, primary screen, biochemical, isolated mouse mitochondria, absorbance; Ca2+ swelling absorbance, 30 min; inhibition, % at 10 µM; actives 1.4% (n = 360,000); AID 602449, 2012;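 active = inhibition of 50% or more, scaled per plate between neutral and stimulator controls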;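 also: 0% = DMSO wells given calcium and 100% = 1 mM EGTA wells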
# hIAP inh: human IAP inhibitors, primary screen, biochemical, luminescence, uHTS; purified IAP, CDP-Star luminescence, 30 min; actives 0.12% (n = 330,000); Intestinal-type alkaline phosphatase (Homo sapiens), P09923; inhibition, % at 10 µM;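 active = inhibition reaching a set limit with compound at 10 µM in the primary screen, cut at about 35% in these data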;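 also: plate controls were DMSO wells with enzyme for no effect and no-enzyme buffer wells for full effect; values of inactives mirror those of a sister screen read the other way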
# Target sequence (P09923 whole entry, looked up): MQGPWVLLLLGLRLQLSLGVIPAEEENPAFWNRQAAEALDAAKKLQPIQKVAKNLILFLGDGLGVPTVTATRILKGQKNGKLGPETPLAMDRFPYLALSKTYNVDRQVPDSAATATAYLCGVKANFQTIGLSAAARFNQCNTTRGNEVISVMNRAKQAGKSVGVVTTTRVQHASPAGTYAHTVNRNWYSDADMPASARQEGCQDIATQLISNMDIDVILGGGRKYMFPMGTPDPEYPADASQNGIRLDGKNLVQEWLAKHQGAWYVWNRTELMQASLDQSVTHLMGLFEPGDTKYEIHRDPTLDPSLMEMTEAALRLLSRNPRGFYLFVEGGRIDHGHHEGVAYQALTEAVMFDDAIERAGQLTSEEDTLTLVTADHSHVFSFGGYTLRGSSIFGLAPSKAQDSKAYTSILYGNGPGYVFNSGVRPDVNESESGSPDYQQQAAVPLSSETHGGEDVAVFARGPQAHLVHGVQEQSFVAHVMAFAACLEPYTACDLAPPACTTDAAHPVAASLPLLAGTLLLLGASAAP
# ATG4B inh: ATG4B protease inhibitors, primary screen, biochemical, fluorescence, uHTS | inhibition, % at 8.33 µM | AID 504462, 2011 | actives 0.51% (n = 340,000) | ATG4B cleavage of LC3-PLA2, NBD-HPC fluorescence, 1 h; in the data active = inhibition above about 40%
# beta cell repl: inducers of MIN6 beta-cell proliferation, primary screen, ATP luminescence, uHTS; MIN6 cells proliferation, ATPlite luminescence, 48 h; cells starved in 0.2% serum; 100% = growth in 10% serum; proliferation, % at 10 µM; actives 0.29% (n = 330,000);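 active = compounds whose signal lies at least 3.5 SD above the mean of all wells on their plate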;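 also: 0% = DMSO-treated cells in low-serum medium and 100% = 10% serum control; some compounds called inactive have numbers as strong as hits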
# APOBEC3A inh: APOBEC3A ssDNA deaminase inhibitors, primary screen, selectivity assay for APOBEC3G inhibitor project, biochemical, FAM/TAMRA oligo cleavage fluorescence | recombinant A3A, FAM/TAMRA ssDNA deamination fluorescence | inhibition, % at 20 µM | actives 0.41% (n = 330,000) | AID 493011, 2011;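 active = at least 40% inhibition at 20 µM here, with at most 30% in a related deaminase screen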;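 also: plate controls were A3A with DMSO for no effect and wells lacking A3A enzyme for full effect; some results filed as inactive read as strong as hits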
# Target sequence (P31941 whole entry, looked up): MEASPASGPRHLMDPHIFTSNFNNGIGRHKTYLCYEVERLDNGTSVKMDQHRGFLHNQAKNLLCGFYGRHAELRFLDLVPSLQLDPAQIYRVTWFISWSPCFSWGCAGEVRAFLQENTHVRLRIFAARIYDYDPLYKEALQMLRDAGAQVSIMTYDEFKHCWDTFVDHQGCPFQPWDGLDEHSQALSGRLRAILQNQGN
# APOBEC3G inh: APOBEC3G DNA deaminase inhibitors, primary screen, biochemical, fluorescence, single-stranded DNA substrate, uHTS; DNA dC->dU-editing enzyme APOBEC-3G (Homo sapiens), Q9HC16; recombinant A3G, ssDNA deamination FAM/TAMRA fluorescence; inhibition, % at 20 µM; actives 0.28% (n = 330,000);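 active = inhibition of at least 40% at 20 µM, with no more than 30% in the related APOBEC3A deaminase screen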;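 also: plate controls were DMSO wells with A3G for no effect and wells lacking A3G enzyme for full effect; some compounds called inactive have numbers as strong as hits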
# Target sequence (Q9HC16 whole entry, looked up): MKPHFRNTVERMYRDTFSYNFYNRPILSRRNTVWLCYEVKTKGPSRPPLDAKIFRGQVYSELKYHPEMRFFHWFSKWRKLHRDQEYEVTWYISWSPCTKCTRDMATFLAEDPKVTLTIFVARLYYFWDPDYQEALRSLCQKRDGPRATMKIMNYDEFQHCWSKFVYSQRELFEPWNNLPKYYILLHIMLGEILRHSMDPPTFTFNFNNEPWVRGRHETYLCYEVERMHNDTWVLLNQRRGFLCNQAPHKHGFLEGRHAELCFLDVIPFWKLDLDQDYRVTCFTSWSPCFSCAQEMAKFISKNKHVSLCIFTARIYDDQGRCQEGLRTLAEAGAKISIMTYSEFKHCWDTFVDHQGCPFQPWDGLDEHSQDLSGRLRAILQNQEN
# hIAP activ: human IAP activators, primary screen, biochemical, luminescence, uHTS | Intestinal-type alkaline phosphatase (Homo sapiens), P09923 | actives 0.16% (n = 330,000) | activation factor at 10 µM | purified human IAP, CDP-Star luminescence, 30 min; stronger effect = higher value; 1 = vehicle-only enzyme, 0 = enzyme-free background;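 active = activation factor of the enzyme at least 2-fold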; also: the source names both 10 and 20 µM as test concentration; values of inactives mirror those of a sister screen read the other way
# mIAP block: inhibitors of mouse IAP, primary screen, biochemical, luminescence, uHTS; intestinal alkaline phosphatase [Mus musculus]; purified mouse IAP, CDP-Star luminescence, 30 min; inhibition, % at 10 µM; actives 0.2% (n = 330,000); AID 2806, 2010;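 active = inhibition of at least 40% at 10 µM in the primary screen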;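 also: plate controls were DMSO with enzyme for no effect and no enzyme wells for full effect; values of inactives mirror those of a sister screen read the other way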
# * hit, by the source's call.
# Letter code: A = mIAP act; B = MPTP inh; C = hIAP inh; D = ATG4B inh; E = beta cell repl; F = APOBEC3A inh; G = APOBEC3G inh; H = hIAP activ; I = mIAP block
mol: CSc1ccccc1NC(=O)Cn1ccsc1=N
  A = 0.89; B = -0.4; C = 1; D = 3; E = -1; F = -2; G = -4; H = 0.99; I = 11
mol: Cc1c(Cl)cccc1NC(=O)C1COc2ccccc2O1 (stereo not drawn)
  A = 0.97; B = -3.6; C = 19; D = -2; E = -4; F = -7; G = -10; H = 0.81; I = 3
mol: O=C(c1cn(-c2ccccc2)nc1-c1cccc(Br)c1)N1CCOCC1
  A = 0.81; B = -3.6; C = 7; D = -3; E = 2; F = 0; G = -2; H = 0.93; I = 19
mol: Cc1ccc(OCCSCc2nc3ccccc3[nH]2)cc1
  A = 0.96; B = 4.9; C = -28; D = -8; E = -1; F = 0; G = -4; H = 1.3; I = 4
mol: COCc1ccc(CN2CCCCC2C(=O)Nc2ccc(Oc3ccccc3)nc2)o1 (stereo not drawn)
  A = 0.96; B = -2.1; C = -36; D = 12; E = -2; F = 5; G = -5; H = 1.4; I = 4
mol: CCN1CCN(C(c2ccccc2)c2nnnn2Cc2ccc3c(c2)OCO3)CC1 (stereo not drawn)
  A = 0.99; B = -1.9; C = 5; D = 1; E = -2; F = -4; G = -7; H = 0.95; I = 1
mol: CCOc1cc(C(=O)O/N=C(\N)c2ccc([N+](=O)[O-])cc2)cc(OCC)c1OCC
  A = 0.9; B = 2.4; C = 21; D = 0; E = -3; F = 1; G = -5; H = 0.79; I = 10
mol: O=C(O)c1c(-n2cccc2)sc2c1CCCC2
  A = 0.97; B = -0.7; C = 0; D = -5; E = -1; F = -1; G = -6; H = 1; I = 3
mol: O=[N+]([O-])c1cc(S(=O)(=O)NC2=NCCCCC2)ccc1Cl
  A = 1.1; B = -0.5; C = -6; D = 1; E = -4; F = 0; G = -11; H = 1.1; I = -14
mol: Cc1ccc(C2Nc3ccccc3C(=O)N2Cc2ccco2)cc1 (stereo not drawn)
  A = 1; B = -0.6; C = -2; D = 8; E = -2; F = -1; G = -3; H = 1; I = 0

# Individual results from the list.
# ATG4B inh, O=C(O)c1c(-n2cccc2)sc2c1CCCC2 = -5
# MPTP inh, Cc1c(Cl)cccc1NC(=O)C1COc2ccccc2O1 (stereo not drawn) = -3.6

# Remaining list, next part
# Letter code: A = mIAP act; B = MPTP inh; C = hIAP inh; D = ATG4B inh; E = beta cell repl; F = APOBEC3A inh; G = APOBEC3G inh; H = hIAP activ; I = mIAP block
mol: COc1ccc(CCNC(=O)c2c(C)nn(-c3ccccc3)c2Cl)cc1OC
  A = 0.92; B = -1.1; C = 1; D = -3; E = 0; F = 0; G = -5; H = 0.99; I = 8
mol: O=C(COc1ccc([N+](=O)[O-])cc1)Nc1ccc2c(c1)CCC2
  A = 0.87; B = 1.7; C = 6; D = -3; E = -4; F = -5; G = -6; H = 0.94; I = 13
mol: C=CCc1cccc2cc(C(=O)N(C)C)c(=O)oc12
  A = 1.1; B = 0.2; C = -11; D = -8; E = -2; F = -4; G = -4; H = 1.1; I = -14
mol: Cc1cc(C(=O)N/N=C2\CC(=O)CC(C)(C)C2)c(C)n1-c1ccccc1
  A = 1.1; B = 1.7; C = 11; D = 11; E = 3; F = 0; G = 0; H = 0.89; I = -10
mol: Cc1cc(C)cc(N2CCCn3c2nc2c3c(=O)n(CC(=O)OCc3ccccc3)c(=O)n2C)c1
  A = 0.89; B = -0.8; C = 0; D = -3; E = -3; F = -1; G = -1; H = 1; I = 12
mol: Cc1ccc(NC(=O)CS(=O)CC(=O)N2CCN(C3CCCC3)CC2)cc1 (stereo not drawn)
  A = 1; B = -0.5; C = -3; D = -7; E = 3; F = -4; G = -6; H = 1; I = -3
mol: CCCC(=O)C1=C(O)C(C(=O)OC)C(C)(C)CC1=Nc1ccc(N)cc1 (stereo not drawn)
  A = 0.95; B = 2.9; C = -5; D = -8; E = -3; F = 3; G = -1; H = 1.1; I = 5
mol: Nc1ccccc1Nc1cc(-c2ccccc2)nn1-c1cccc(Cl)c1
  A = 0.94; B = 2.8; C = 1; D = 14; E = 0; F = -2; G = -6; H = 0.99; I = 6
mol: COc1ccc(S(=O)(=O)N2CCN(C)CC2)cc1
  A = 0.94; B = 0.1; C = 17; D = -3; E = -1; F = 2; G = 0; H = 0.83; I = 6
mol: CCCc1ccc(Oc2cc(NN3CCCCC3)c([N+](=O)[O-])cc2[N+](=O)[O-])cc1
  A = 0.9; B = -0.5; C = 18; D = -2; E = 3; F = 0; G = -8; H = 0.82; I = 10
mol: CC(C)(C)C(=O)Cn1c(=O)n(-c2ccc(F)cc2F)c(=O)c2sccc21
  A = 1; B = 1.1; C = -5; D = -5; E = -1; F = 1; G = -4; H = 1; I = 0
mol: CN(C(=O)c1nc(-c2ccccc2)n(-c2ccccc2)n1)C1CCS(=O)(=O)C1 (stereo not drawn)
  A = 0.95; B = -0.1; C = 5; D = -4; E = 0; F = -3; G = -10; H = 0.95; I = 5
mol: COCCN(C(=S)Nc1cccc(C)c1C)C(C)c1ccco1 (stereo not drawn)
  A = 1.1; B = -0.1; C = -24; D = 15; E = -3; F = -3; G = -5; H = 1.2; I = -14
mol: O=C(c1ccccc1)c1cccc(NC(=O)c2ccco2)c1
  A = 1; B = -7.5; C = -6; D = 3; E = -1; F = -18; G = 3; H = 1.1; I = -4
mol: COc1ccccc1Nc1nc(N)nc(CSc2nncn2C)n1
  A = 1; B = 0.4; C = -2; D = 5; E = 1; F = 2; G = 1; H = 1; I = -2
mol: CC(C)[C@H](NC(=O)c1ccccc1)C(=O)OCc1nc2scc(-c3ccccc3)c2c(=O)[nH]1
  A = 0.98; B = 18; C = -1; D = -5; E = 1; F = 3; G = 1; H = 1; I = 2
mol: N#Cc1ccc(NC(=O)CSc2n[nH]c(=O)n2C2CC2)cc1
  A = 1.1; B = -0.5; C = 3; D = -2; E = -3; F = -1; G = -8; H = 0.97; I = -14
mol: O=C(/C=C/c1ccccc1)NC1CCSC1=O (stereo not drawn)
  A = 1; B = -1.7; C = -78; D = 2; E = -1; F = -7; G = -9; H = 1.8; I = 0
mol: COc1ccccc1CNCC(=O)Nc1cc(S(=O)(=O)N2CCOCC2)ccc1Cl
  A = 1; B = 2.0; C = 12; D = -13; E = -4; F = 0; G = -5; H = 0.88; I = -1
mol: CC1(CCc2ccccc2)NC(=O)N(CC(=O)Nc2ccc(S(N)(=O)=O)cc2)C1=O (stereo not drawn)
  A = 0.84; B = -1.6; C = -3; D = -13; E = -3; F = -1; G = -3; H = 1; I = 16
mol: OC(CNCc1ccncc1)c1ccccc1 (stereo not drawn)
  A = 0.99; B = -0.7; C = 7; D = -6; E = -2; F = -4; G = -4; H = 0.93; I = 1
mol: CS(=O)(=O)Nn1cnc2ccccc2c1=O
  A = 1; B = -1.0; C = 11; D = 12; E = 0; F = 1; G = -6; H = 0.89; I = 0
mol: COc1ccc2nc(C)cc(N3CCOCC3)c2c1
  A = 1; B = 0.6; C = -11; D = -6; E = -2; F = 0; G = -4; H = 1.1; I = -4
mol: Fc1ccc(Oc2nnnn2-c2ccccc2)cc1
  A = 1; B = -1.2; C = -1; D = -1; E = -2; F = 8; G = -6; H = 1; I = -3
mol: CC(=O)C1C(c2ccc(Br)cc2)c2c(noc2C)CC1(C)O (stereo not drawn)
  A = 1; B = 0.5; C = 28; D = 2; E = -1; F = -2; G = -6; H = 0.72; I = 0
mol: Clc1ccc(COn2c(-c3ccc(Cl)cc3)nc3ccccc32)cc1
  A = 1; B = 3.7; C = 4; D = -10; E = -7; F = 2; G = -6; H = 0.96; I = -1
mol: O=C(c1ccco1)N1CCN(C(=S)NCc2ccc(F)cc2)CC1
  A = 1; B = -1.4; C = 2; D = -3; E = 1; F = -3; G = -5; H = 0.98; I = -1
mol: CCOC(=O)c1sc(NC(=O)CCN2CCOCC2)c(C(=O)OCC)c1C
  A = 0.99; B = -4.0; C = -3; D = -4; E = -6; F = 5; G = -3; H = 1; I = 1
mol: COc1ccc2ccc(Oc3ncccn3)cc2c1
  A = 1; B = -2.6; C = 11; D = -6; E = -3; F = 5; G = 3; H = 0.89; I = -1
mol: CC1CCCCN1S(=O)(=O)c1cccc2cccnc12 (stereo not drawn)
  A = 1; B = -0.5; C = 12; D = -5; E = 4; F = -1; G = -7; H = 0.88; I = -2
mol: O=C(NCc1ccc(F)cc1)c1c(O)c2cccc3c2n(c1=O)CCC3
  A = 0.94; B = 0.7; C = 10; D = -8; E = -4; F = -5; G = -3; H = 0.9; I = 6
mol: CCC(CC)C(=O)Nc1ccc(C(=O)Nc2cc(C)on2)cc1
  A = 1; B = -5.7; C = 7; D = -14; E = -2; F = -6; G = -8; H = 0.93; I = -3
mol: Cc1ccc2c(c1)cc(CN(Cc1cccnc1)C(=O)c1ccccc1)c1nnnn12
  A = 1.1; B = -0.3; C = 7; D = -5; E = 1; F = -5; G = -9; H = 0.93; I = -6
mol: FC(F)(F)c1cccc(CNC2c3ccccc3-c3ccccc32)c1
  A = 0.97; B = 1.7; C = -4; D = -2; E = 4; F = -1; G = -6; H = 1; I = 2
mol: O=C(CSc1nc2cc(Cl)ccc2s1)c1ccco1
  A = 0.85; B = 2.7; C = -4; D = 3; E = -3; F = -1; G = -3; H = 1; I = 15
mol: CCN1CCN(C(=O)CCc2nnc(CCc3c[nH]c4ccccc34)o2)[C@@H](C)C1=O
  A = 0.98; B = -0.1; C = -2; D = -7; E = 2; F = -3; G = -6; H = 1; I = 2
mol: Cn1cnc([N+](=O)[O-])c1Sc1ncccc1N
  A = 0.99; B = -0.5; C = -9; D = -11; E = -1; F = -2; G = -10; H = 1.1; I = 1
mol: CS(=O)(=O)N1CCCC(C(=O)N2CCN(c3cccc(Cl)c3)CC2)C1 (stereo not drawn)
  A = 0.95; B = -0.6; C = 5; D = -2; E = 1; F = 0; G = 0; H = 0.95; I = 5
mol: S=C1NCCOCCOCCOCCOCCNC(=S)N2CCOCCOCCN1CCOCC2
  A = 1; B = -2.5; C = 4; D = 5; E = -3; F = -2; G = -6; H = 0.96; I = -2
mol: NC(=O)COc1ccc2c3c(c(=O)oc2c1)CCCCC3
  A = 0.93; B = -0.9; C = 13; D = 31; E = -1; F = 1; G = -4; H = 0.87; I = 7
mol: Cc1c(C2CC(=O)N(c3ccccc3)C2=O)[nH]n(-c2ccccc2)c1=O (stereo not drawn)
  A = 1.1; B = -2.8; C = 1; D = -9; E = -1; F = 4; G = -6; H = 0.99; I = -6

# Compound profiles, from the list above.
# Nc1ccccc1Nc1cc(-c2ccccc2)nn1-c1cccc(Cl)c1 is entered as mIAP act: 0.94; MPTP inh: 2.8; hIAP inh: 1; ATG4B inh: 14; beta cell repl: 0; APOBEC3A inh: -2; APOBEC3G inh: -6; hIAP activ: 0.99; mIAP block: 6
# COc1ccccc1CNCC(=O)Nc1cc(S(=O)(=O)N2CCOCC2)ccc1Cl is entered as mIAP act: 1; MPTP inh: 2.0; hIAP inh: 12; ATG4B inh: -13; beta cell repl: -4; APOBEC3A inh: 0; APOBEC3G inh: -5; hIAP activ: 0.88; mIAP block: -1
